# SARS 3CLpro inh – SARS-CoV 3CLpro protease inhibition; inhibition, % at 6 µM; recombinant SARS-CoV 3CLpro, quenched FRET peptide cleavage; P0C6X7; 290,000 compounds, 0.14% hits; in the data active means inhibition above about 12%
# Mtb BioA inh – BioA (M. tuberculosis) enzyme inhibition. purified M. tuberculosis BioA enzyme, plate reader. inhibition, % at 9.99 µM. 360,000 compounds, 0.096% hits. AID 602481; in the data active means inhibition above about 40%
# PriA SSB inh – blocks PriA binding to SSB C-terminal tail; AlphaScreen SSBct-PriA binding, biotinylated peptide; inhibition, % at 33 µM; 430,000 compounds, 0.6% hits; AID 1272365; in the data active means inhibition mostly above about 37%, no sharp cut-off; inactive means mostly below about 20%;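 further: plate controls were negative control peptide for no effect and reference peptide for full effect; strong numbers were not always called active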
# Mtb UGM inh – inhibitors of M. tuberculosis UDP-galactopyranose mutase | purified UGM, fluorescence polarization probe displacement | P9WIQ1 | 320,000 compounds, 0.06% hits | AID 504406 | inhibition, % at 10 µM; in the data active means inhibition above about 10%, passing the limit was not always enough
# Target sequence (P9WIQ1 whole entry, looked up): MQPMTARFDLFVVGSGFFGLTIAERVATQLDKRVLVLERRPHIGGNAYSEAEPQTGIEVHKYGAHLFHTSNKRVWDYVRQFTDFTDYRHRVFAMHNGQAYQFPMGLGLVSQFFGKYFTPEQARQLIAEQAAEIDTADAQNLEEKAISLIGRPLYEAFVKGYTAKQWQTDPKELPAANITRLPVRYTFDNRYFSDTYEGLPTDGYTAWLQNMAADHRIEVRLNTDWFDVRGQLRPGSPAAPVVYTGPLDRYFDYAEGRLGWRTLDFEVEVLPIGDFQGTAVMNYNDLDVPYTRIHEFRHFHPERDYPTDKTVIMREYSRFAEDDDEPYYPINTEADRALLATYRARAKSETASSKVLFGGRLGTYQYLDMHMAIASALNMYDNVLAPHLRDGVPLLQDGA
# GDH-TPI counter – counter-screen for M. tuberculosis FBA inhibitors: GDH-TPI coupled enzymes. inhibition, % at 4.8 µM. 360,000 compounds, 1.2% hits. GDH-TPI coupled enzyme counterscreen, NADH absorbance; in the data active means inhibition above about 30%;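 further: 0% = DMSO wells and 100% = wells lacking the enzyme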
# FBA Mtb inh – Mtb fructose-bisphosphate aldolase inhibition; purified M. tuberculosis FBA, fluorescence read-out; 360,000 compounds, 2.3% hits; inhibition, % at 1 µM; P9WQA3; in the data active means inhibition above about 27%;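 further: 0% = vehicle and 100% = reference inhibitor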
# Target sequence (P9WQA3 whole entry, looked up): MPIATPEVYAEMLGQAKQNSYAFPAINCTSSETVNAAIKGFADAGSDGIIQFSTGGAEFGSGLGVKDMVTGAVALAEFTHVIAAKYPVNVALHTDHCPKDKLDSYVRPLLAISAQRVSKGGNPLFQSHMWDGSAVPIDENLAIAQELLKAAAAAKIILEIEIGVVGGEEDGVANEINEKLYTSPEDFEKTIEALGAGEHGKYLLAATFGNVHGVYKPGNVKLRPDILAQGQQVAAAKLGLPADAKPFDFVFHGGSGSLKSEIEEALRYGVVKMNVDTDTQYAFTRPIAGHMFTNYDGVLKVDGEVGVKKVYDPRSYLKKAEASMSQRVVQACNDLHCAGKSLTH
# DUSP3 inh – inhibitors of human VHR1 phosphatase (DUSP3); P51452; recombinant VHR phosphatase, pNPP absorbance; inhibition, % at 13.3 µM; 290,000 compounds, 0.52% hits; in the data active means inhibition above about 50%; further: some compounds called inactive have numbers as strong as hits
# Target sequence (P51452 whole entry, looked up): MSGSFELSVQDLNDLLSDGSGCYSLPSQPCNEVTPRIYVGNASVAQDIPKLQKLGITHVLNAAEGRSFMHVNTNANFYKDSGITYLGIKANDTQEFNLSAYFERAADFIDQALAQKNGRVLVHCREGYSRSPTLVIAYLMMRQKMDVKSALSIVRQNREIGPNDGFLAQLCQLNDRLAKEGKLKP
# MazEF act – MazEF (E. coli) toxin RNase activation; FAM/BHQ RNA-DNA oligo cleavage fluorescence, 5 h; P0AE70; AID 504720; activation, % at 20 µM; 350,000 compounds, 0.32% hits; in the data active means activation above about 50%
# Rv3671c protease – inhibitors of M. tuberculosis serine protease Rv3671c. AID 2606. inhibition, % at 5.96 µM. P9WHR9. 320,000 compounds, 0.048% hits; in the data active means inhibition above about 38%;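 further: extracellular domain of Rv3671c used as enzyme; 0% = enzyme with DMSO and 100% = no enzyme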
# Vc quorum ag – inducers of Vibrio cholerae quorum light production without autoinducers. V. cholerae BH1578 lux reporter, luminescence, 6 h. activation, % at 18.7 µM. 350,000 compounds, 0.16% hits. AID 588436; in the data active means activation mostly above about 9.7%, no sharp cut-off; further: not every result past the cut was called active; inactives centre near 0; reference of the scale not given here
# * marks the source's active call; other numbers are inactive results; i = inactive; x = no result given; & = joins results of further samples. A portion of the library (hit frequency here may not be typical).
[1] CCn1c(CN2CCOCC2)nnc1SCC(=O)Nc1ccccc1C
[2] O=C(NC(=S)Nn1cnc2c(cnn2-c2ccccc2)c1=O)c1ccc(Oc2ccccc2)cc1
[3] CCOc1ccc(NC(=O)c2ccncc2)cc1
[4] COC(=O)CN1C(=O)N/C(=C/c2cc3c(cc2OC)OCO3)C1=O
[5] COc1ccc(-n2nc([N+](=O)[O-])c(=NCc3cccnc3)n2O)cc1
[6] O=C(COc1ccc2ccccc2c1)NNC(=O)Nc1ccc(F)cc1F
Compound,1,2,3,4,5,6
SARS 3CLpro inh,-2,-4,0,1,1,-1
Mtb BioA inh,-1.4,-0.4,5.3,x,-0.3,-0.4
PriA SSB inh,-12,-19,1,-19,3,-5
Mtb UGM inh,2.5,2.9,-0.2,-1.8,1.5,-3.3
GDH-TPI counter,8,-1,10,10,9,2
FBA Mtb inh,3,-2,5,-6,-3,0
DUSP3 inh,24,-3,-4,-3,5,19
MazEF act,11,0,2,2,4,1
Rv3671c protease,-6,-4,8,-1,-8,-11
Vc quorum ag,-0.4,-0.1,i,-0.3,1.1,i

[7] Cc1c(CC(=O)NCCCC(=O)O)c(=O)oc2cc3oc4c(c3cc12)CCCC4
[8] COc1cc(/C=C/C(=O)c2ccc3c(c2)OCO3)cc(Cl)c1O
[9] COc1ccc(CNC(=O)COC(=O)/C=C/c2cccc(Br)c2)cc1
[10] O=C(NCc1cccnc1)c1cccc(-c2cc3ccccc3oc2=O)c1
[11] COc1ccc(Cc2nnc(SCC(=O)N(C)CC(=O)Nc3ccc(C)cc3)o2)cc1
[12] CCOC(=O)C1=C(COC(=O)/C=C/c2ccc(SC)cc2)NC(=O)NC1C (centres undefined)
Compound,7,8,9,10,11,12
SARS 3CLpro inh,0,-4,6,-5,x,x
Mtb BioA inh,-0.8,1.1,x,x,x,-0.3
PriA SSB inh,16,9,-13,-4,-11,-6
Mtb UGM inh,0.5,-37,3.1,3.6,-0.6,0.2
GDH-TPI counter,13,2,4,8,4,19
FBA Mtb inh,5,-16,-3,27,-3,40*
DUSP3 inh,16,-19,26,12,x,x
MazEF act,-4,24,-21,5,-3,2
Rv3671c protease,-1,-12,-2,-1,-3,-8
Vc quorum ag,-1.1,0.6,i,-0.5,29*,-0.5

[13] COc1ccc(C)cc1NC(=O)Nc1cccc(C(=O)O)c1
[14] CC(=O)N1CCc2c(sc(NC(=O)Cc3ccc(F)cc3)c2C#N)C1
[15] COc1ccc(NC(=S)N(Cc2ccc(C(=O)O)cc2)Cc2ccc(OC)c(OC)c2)cc1
[16] O=C(N/N=C/c1cccs1)c1ccccn1
[17] CC(C)(C)NC(=O)C(=O)NNC(=O)c1ccco1
[18] Cn1c(=O)c([N+](=O)[O-])c(Cl)c2ccccc21
Compound,13,14,15,16,17,18
SARS 3CLpro inh,7,4,0,-3,5,-3
Mtb BioA inh,x,-2.7,2.0,x,x,x
PriA SSB inh,-12,60*,-5,x,2,-5
Mtb UGM inh,2.4,-3.0,-3.2,0.7,-1.3,x
GDH-TPI counter,-2,12,-11,23,6,2
FBA Mtb inh,2,4,3,-1,8,0
DUSP3 inh,-14,-9,12,7,1,8
MazEF act,0,-6,-1,9,-18,8
Rv3671c protease,-3,3,6,2,6,x
Vc quorum ag,-0.2,-0.4,i,-1.7,3.6,-0.1

[19] CC(=O)n1cc(Nc2ccccc2C(=O)O)c2ccccc21
[20] Cc1[nH]c(=O)c(C#N)cc1-c1ccncc1
[21] Cc1ccc(-c2nn(-c3ccc(F)cc3)cc2C(=O)N2CCN(C3CCS(=O)(=O)C3)CC2)cc1 (centres undefined)
[22] Cc1ccn2c(CNCCn3cccn3)c(C(=O)N3CCCCCC3)nc2c1
[23] COc1ccc(C2=[N+]([O-])C(C)(C)N(O)C2C)cc1 (centres undefined)
[24] CN1C(=O)/C(=C/c2cn(CC(=O)NCc3ccco3)c3ccccc23)NC1=S
Compound,19,20,21,22,23,24
SARS 3CLpro inh,-2,7,x,2,-2,-3
Mtb BioA inh,-0.9,-1.1,0.5,x,0.0,x
PriA SSB inh,-6,-6,-10,-13,-12,x
Mtb UGM inh,3.3,-1.8,-1.8,2.7,-2.2,-2.2
GDH-TPI counter,6,18,-5,-3,9,x
FBA Mtb inh,26,5,-1,9,-4,x
DUSP3 inh,15,14,x,13,22,16
MazEF act,28,-20,1,4,-13,x
Rv3671c protease,2,1,-3,-5,0,-17
Vc quorum ag,i,i,-3.1,5.7,i,x

[25] COc1cc(OC)cc(C(=O)N[C@H](C(=O)Nc2nc3ccc(S(C)(=O)=O)cc3s2)C(C)C)c1
[26] O=C(NC1CCCCC1)N(Cc1nc2ccccc2c(=O)[nH]1)C1CCCC1
[27] Cc1csc(NC(=O)COCC(=O)O)c1-c1nc2ccccc2s1
[28] O=C(CCNC(=O)c1ccco1)NCCc1ccc(Cl)cc1
[29] CC(C)(C)NC(=O)CSc1nc(O)cc(=O)n1-c1ccccc1F
[30] O=C(C1CCCC1)N1CCN=C1SCc1cccc([N+](=O)[O-])c1
Compound,25,26,27,28,29,30
SARS 3CLpro inh,2,3,3,-6,2,3
Mtb BioA inh,1.8,-0.6,10,-2.2,-2.0,x
PriA SSB inh,-1,5,-5,-11,-5,12
Mtb UGM inh,-0.2,0.2,0.3,1.3,-1.3,-0.8
GDH-TPI counter,-2,1,7,8,-2,-1
FBA Mtb inh,3,0,-5,4,6,-1
DUSP3 inh,-6,23,29,1,21,24
MazEF act,-2,11,-4,2,-15,4
Rv3671c protease,3,-3,-4,x,-9,2
Vc quorum ag,-0.3,-6.7,-0.6,5.3,-3.1,i

# Ordered by count of non-hydrogen atoms (smallest number first): some entries from above
[28] O=C(CCNC(=O)c1ccco1)NCCc1ccc(Cl)cc1
[29] CC(C)(C)NC(=O)CSc1nc(O)cc(=O)n1-c1ccccc1F
[25] COc1cc(OC)cc(C(=O)N[C@H](C(=O)Nc2nc3ccc(S(C)(=O)=O)cc3s2)C(C)C)c1
Compound,28,29,25
SARS 3CLpro inh,-6,2,2
Mtb BioA inh,-2.2,-2.0,1.8
PriA SSB inh,-11,-5,-1
Mtb UGM inh,1.3,-1.3,-0.2
GDH-TPI counter,8,-2,-2
FBA Mtb inh,4,6,3
DUSP3 inh,1,21,-6
MazEF act,2,-15,-2
Rv3671c protease,x,-9,3
Vc quorum ag,5.3,-3.1,-0.3

# (cont.)
[31] CCOc1cc(/C=C2\C(=O)N(c3cccc(C(F)(F)F)c3)C(=O)c3ccccc32)ccc1O
[32] COc1cc(Br)c(CN2C(=O)NC3(CCCCCC3)C2=O)cc1OC
[33] Cc1ccc(O)c(C(=O)c2coc(=N)c(C(=O)NC(C)C)c2)c1
[34] Cc1ccc(S(=O)(=O)NNC(=S)NCCc2ccccc2)cc1
[35] COC(=O)c1cnc2c(C(F)(F)F)cccc2c1OC
[36] Cc1c(N=C2C=C(Br)C(=O)C(Br)=C2)c(=O)n(-c2ccccc2)n1C
Compound,31,32,33,34,35,36
SARS 3CLpro inh,5,5,-2,-2,-4,4
Mtb BioA inh,0.1,-0.6,0.1,x,1.2,x
PriA SSB inh,-14,4,-2,-1,-4,5
Mtb UGM inh,1.6,2.4,3.7,1.8,0.6,x
GDH-TPI counter,26,5,9,-4,8,-2
FBA Mtb inh,-4,-3,1,-2,6,-5
DUSP3 inh,7,0,31,14,7,18
MazEF act,-1,-38,8,8,3,-2
Rv3671c protease,-11,0,2,-6,0,x
Vc quorum ag,i,-0.5,1.4,-0.3,i,-0.2

# 12 entries from above in another layout.
No.	Molecule	SARS 3CLpro inh	Mtb BioA inh	PriA SSB inh	Mtb UGM inh	GDH-TPI counter	FBA Mtb inh	DUSP3 inh	MazEF act	Rv3671c protease	Vc quorum ag
25	COc1cc(OC)cc(C(=O)N[C@H](C(=O)Nc2nc3ccc(S(C)(=O)=O)cc3s2)C(C)C)c1	2	1.8	-1	-0.2	-2	3	-6	-2	3	-0.3
26	O=C(NC1CCCCC1)N(Cc1nc2ccccc2c(=O)[nH]1)C1CCCC1	3	-0.6	5	0.2	1	0	23	11	-3	-6.7
27	Cc1csc(NC(=O)COCC(=O)O)c1-c1nc2ccccc2s1	3	10	-5	0.3	7	-5	29	-4	-4	-0.6
28	O=C(CCNC(=O)c1ccco1)NCCc1ccc(Cl)cc1	-6	-2.2	-11	1.3	8	4	1	2	x	5.3
29	CC(C)(C)NC(=O)CSc1nc(O)cc(=O)n1-c1ccccc1F	2	-2.0	-5	-1.3	-2	6	21	-15	-9	-3.1
30	O=C(C1CCCC1)N1CCN=C1SCc1cccc([N+](=O)[O-])c1	3	x	12	-0.8	-1	-1	24	4	2	i
31	CCOc1cc(/C=C2\C(=O)N(c3cccc(C(F)(F)F)c3)C(=O)c3ccccc32)ccc1O	5	0.1	-14	1.6	26	-4	7	-1	-11	i
32	COc1cc(Br)c(CN2C(=O)NC3(CCCCCC3)C2=O)cc1OC	5	-0.6	4	2.4	5	-3	0	-38	0	-0.5
33	Cc1ccc(O)c(C(=O)c2coc(=N)c(C(=O)NC(C)C)c2)c1	-2	0.1	-2	3.7	9	1	31	8	2	1.4
34	Cc1ccc(S(=O)(=O)NNC(=S)NCCc2ccccc2)cc1	-2	x	-1	1.8	-4	-2	14	8	-6	-0.3
35	COC(=O)c1cnc2c(C(F)(F)F)cccc2c1OC	-4	1.2	-4	0.6	8	6	7	3	0	i
36	Cc1c(N=C2C=C(Br)C(=O)C(Br)=C2)c(=O)n(-c2ccccc2)n1C	4	x	5	x	-2	-5	18	-2	x	-0.2

# Remaining list, next part.
[37] O=C(CSc1nnnn1C1CCCCC1)Nc1ccccc1N1CCOCC1
[38] O=C(CC12CC3CC(CC(C3)C1)C2)N1CCCC1
[39] Cc1ccc(CNC(=O)CN(C)S(=O)(=O)c2cccc3nsnc23)cc1
[40] Cc1ccc(CNc2ncnc3ccc(-c4ccoc4C)cc23)o1
[41] Cc1nc(Cl)cc(N/N=C/c2ccc(O)cc2)n1
[42] O=C(NCCN1C(=O)S/C(=C\c2ccc(OC(F)F)cc2)C1=O)C1=COCCO1
Compound,37,38,39,40,41,42
SARS 3CLpro inh,2,-6,3,x,-5,x
Mtb BioA inh,x,-0.2,x,2.1,-2.3,x
PriA SSB inh,11,5&8,1,x,x,-5
Mtb UGM inh,3.3,0.2,0.2,x,0.3,-0.7
GDH-TPI counter,-3,2,6,16,35*,41*
FBA Mtb inh,2,0,-1,6,-1,4
DUSP3 inh,0,-44,-1,x,13,x
MazEF act,-1,0,6,x,12,8
Rv3671c protease,-1,-2,-1,x,0,3
Vc quorum ag,-0.2,i,-0.5,i,i,-0.3

[43] COc1ccc(/C=C/c2nc3ccccc3n2Cc2ccc(OC)c(OC)c2)cc1
[44] Cc1ccccc1CSc1nnc(CCCCCNC(=O)OC(C)(C)C)o1
[45] C=CCC[C@@H](Cc1ccc(F)cc1)C(=O)OC[C@@H](NC(=O)[C@H](CC=C)CC(=O)NCCO)C(C)(C)C
[46] CCOP(=O)(OCC)C(Nc1ccccc1)c1ccc2c(c1)OCO2 (centres undefined)
Compound,43,44,45,46
SARS 3CLpro inh,5,1,x,x
Mtb BioA inh,x,-0.7,-0.7,x
PriA SSB inh,-3,-15,1,-13
Mtb UGM inh,3.2,-1.8,-0.2,1.0
GDH-TPI counter,17,-2,3,17
FBA Mtb inh,4,1,6,3
DUSP3 inh,-1,27,x,x
MazEF act,-14,-6,7,0
Rv3671c protease,-7,-3,-2,-6
Vc quorum ag,1.1,-0.6,i,-0.5

# Bioassay records: PubChem BioAssay, several laboratories
